Screening data: PubChem BioAssay, several laboratories
GPR7 antag – human neuropeptides B/W receptor 1 antagonism. P48145. GPR7-expressing cells, fluorescence antagonist assay. inhibition, % at 4.4 µM. 290,000 tested, 1.1% active; in the data active = inhibition above about 16%, passing the limit was not always enough;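 note: cells stimulated with the agonist NPW; 0% = agonist with vehicle and 100% = vehicle without agonist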
Target sequence (P48145 whole entry, looked up): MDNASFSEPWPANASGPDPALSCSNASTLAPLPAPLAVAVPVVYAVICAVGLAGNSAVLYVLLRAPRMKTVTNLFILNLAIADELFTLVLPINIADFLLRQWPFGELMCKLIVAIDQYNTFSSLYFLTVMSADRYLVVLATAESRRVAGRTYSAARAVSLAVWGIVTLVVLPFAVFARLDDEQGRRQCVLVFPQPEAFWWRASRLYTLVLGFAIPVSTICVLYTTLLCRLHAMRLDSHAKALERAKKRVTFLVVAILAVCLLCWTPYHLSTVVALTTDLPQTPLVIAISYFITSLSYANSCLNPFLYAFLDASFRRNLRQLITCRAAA
DNA FID counter – fluorescent intercalator displacement, NS3 helicase counter-screen; 290,000 tested, 0.17% active; AID 1845; inhibition, % at 7.9 µM; DNA fluorescent intercalator displacement, fluorescence; in the data active = inhibition above about 37%;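 note: 0% = vehicle and 100% = reference compound; higher means more ethidium bromide displaced from hairpin DNA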
NALP1 yeast inh – NALP1 inhibition; S. cerevisiae NALP1/ASC/caspase-1 growth, X-gal OD620, 72 h; inhibition, % at 10 µM; 280,000 tested, 0.61% active; AID 2071; in the data active = inhibition mostly above about 24%, no sharp cut-off; inactive = mostly below about 32%; note: some compounds called inactive have numbers as strong as hits
MEKK2mut PB1 HTS – signal of MEK5 binding to mutant human MEKK2 PB1 domain | 290,000 tested, 0.35% active | percent response, % at 10 µM | AID 1530 | bead flow cytometry, Alexa488-MEK5 binding to MEKK2 mutant; in the data active = percent response above about 24%, passing the limit was not always enough; note: inactives centre near 1; some results filed as inactive read as strong as hits; reference of the scale not given here
OXTR agonist – agonists of human oxytocin receptor. P30559. CHO-OTR cells, Fluo-8 calcium fluorescence; normalized: DMSO 0%, oxytocin 100%. activation, % at 3 µM. 320,000 tested, 0.32% active;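 active = activation above the mean of all tested compounds plus 3 SD, cutoff set per screening run, cut at about 20% in these data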;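 note: peak over basal fluorescence ratio from a 100 s FLIPR kinetic read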
Target sequence (P30559 whole entry, looked up): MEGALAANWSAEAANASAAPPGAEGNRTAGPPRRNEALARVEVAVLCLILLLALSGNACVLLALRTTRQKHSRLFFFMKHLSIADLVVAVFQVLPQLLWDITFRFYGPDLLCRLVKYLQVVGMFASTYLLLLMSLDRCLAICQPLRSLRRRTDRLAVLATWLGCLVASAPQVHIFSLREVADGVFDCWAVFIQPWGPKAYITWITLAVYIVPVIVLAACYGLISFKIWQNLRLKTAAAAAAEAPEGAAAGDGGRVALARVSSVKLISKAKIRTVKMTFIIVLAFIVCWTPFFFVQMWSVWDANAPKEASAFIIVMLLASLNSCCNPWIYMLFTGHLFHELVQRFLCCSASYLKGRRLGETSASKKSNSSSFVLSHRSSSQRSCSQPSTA
M18AAP inhibitor – PfM18AAP enzyme inhibition. recombinant PfM18AAP, H-Glu-NHMec fluorogenic cleavage. 290,000 tested, 1.2% active. AID 1822. inhibition, % at 7.35 µM;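 active = inhibition above the campaign mean inhibition over all tested compounds plus 3 SD, cut at about 28% in these data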;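 note: 0% = plate median of test compound wells and 100% = 2 mM ZnCl2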
MEKK2wt PB1 HTS – raises or lowers MEK5 binding to wildtype human MEKK2 PB1 domain; Q9Y2U5; bead flow cytometry, Alexa488-MEK5 binding to MEKK2 WT; actives lie on both sides; binding response (% of control), % at 10 µM; 290,000 tested, 1.1% active; in the data active = binding response below about 67% or above about 130%
MEKK3 PB1 HTS – raises or lowers MEK5 binding to the human MEKK3 PB1 domain | Q99759 | bead-based flow cytometry, Alexa488-MEK5 binding to MEKK3; actives lie on both sides; 0 = blocked by unlabeled MEK5, 100 = vehicle | binding response (% of control), % at 10 µM | 290,000 tested, 1.4% active | AID 1529;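 active = binding response more than 3 SD above or below the average of its plate-row segment, actives on both sides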;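 note: Alexa488 bead fluorescence after subtracting the streptavidin-only scavenger bead signal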
PHOSPHO1 block – PHOSPHO1 (human) inhibition; Q8TCT1; recombinant PHOSPHO1, absorbance phosphatase assay; inhibition, % at 13.3 µM; AID 1565; 290,000 tested, 1.1% active; in the data active = inhibition above about 60%
Target sequence (Q8TCT1 whole entry, looked up): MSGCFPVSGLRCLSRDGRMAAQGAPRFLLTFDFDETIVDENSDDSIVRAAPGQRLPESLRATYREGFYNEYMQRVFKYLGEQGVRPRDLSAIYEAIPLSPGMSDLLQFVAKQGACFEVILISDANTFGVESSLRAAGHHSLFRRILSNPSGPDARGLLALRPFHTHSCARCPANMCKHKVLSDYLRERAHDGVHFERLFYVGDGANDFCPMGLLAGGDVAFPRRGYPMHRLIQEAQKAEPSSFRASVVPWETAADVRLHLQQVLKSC
The depositor's hits bear a star; x = no result given; [ ] = dose if it differs, or a comment.

SMILES	GPR7 antag	DNA FID counter	NALP1 yeast inh	MEKK2mut PB1 HTS	OXTR agonist	M18AAP inhibitor	MEKK2wt PB1 HTS	MEKK3 PB1 HTS	PHOSPHO1 block
COc1ccccc1C(=O)Nc1ccc(S(=O)(=O)Nc2cc(C)on2)cc1	6	-10	32	10	0.5	1	108	102	37
CC(O)CN1C(=O)C(CC(=O)Nc2ccc(Cl)cc2)SC1=Nc1ccccc1 (stereo not given)	3	-17	1	11	5.4	-4	101	105	-24
CC(C)Cc1ccc(CN2CCCC(NC(=O)CCN3CCOCC3)C2)cc1 (stereo not given)	-9	9	7	14	x	0	133	105	47
COC(=O)c1ccc(=O)c2nc3/c(=C/O)c(O)cc(=O)c3[nH]c12	-14	-6	x	2	0.0	13	89	86	18
O=C1NC2c3ccccc3CC2O1 (stereo not given)	-13	-4	10	-1	0.4	6	102	104	10
Cc1cccc(N2C(=O)/C(=C/c3cccnc3)SC2=S)c1	-8	-14	-15	4	-1.1	22	107	104	16
COC(=O)c1cccc(NC(=O)CCNC(=O)c2ccco2)c1	4	-6	10	-7	0.9	-3	96	102	13
CCOC(=O)Cn1c(C)[n+](CC(=O)c2ccccc2)c2ccccc21	-7	0	8	3	-0.1	-4	98	99	32
CCOc1ccc(Br)cc1S(=O)(=O)Nc1ccc(C(=O)OCC(=O)N(C)c2ccccc2)cc1	-4	-18	27	0	2.3	0	103	102	-10
Cc1cc2oc(=O)cc(CN3CCCCC3)c2cc1O	5	-4	10	5	0.2	-1	102	105	61*
CCC(C)(C(=O)NC1CCCC1)N(C(C)=O)c1ccc(C)cc1 (stereo not given)	-7	-13	-9	-18	-0.9	-5	2.0*[inhibitor]	2.0*[inhibitor]	12
Cc1ccc2cc(CN(CC3CCCO3)C(=O)C(C)C)c(=O)[nH]c2c1 (stereo not given)	-6	-14	-17	1	0.3	-4	99	104	-23
COc1ccc(S(=O)(=O)CCC(=O)NC2CCCCC2)cc1	2	0	-8	x	-0.8	4	x	x	24
CC(NC(=O)C1CCC(CNS(=O)(=O)c2ccccc2)CC1)c1ccccc1 (stereo not given)	14	-29	-2	1	5.0	-3	101	100	29
CC1(C)CC(=O)C2=C(C1)Nc1ccccc1NC2c1cc(Cl)ccc1O (stereo not given)	-25	-16	6	2	0.0	1	94	91	35
COc1cc(/C=C2/NC(=O)N(Cc3ccccc3F)C2=O)cc(OC)c1OC	9	-23	-3	-2	0.7	8	99	101	-5
CCc1nnc(SCc2cn3c(C)cc(C)nc3n2)n1N	-11	2	x	6	-1.1	-10	101	98	44
CCOc1ccc(/C=C/C(=O)Nc2ccc(C(N)=O)cc2)cc1OC	1	-9	15	-1	0.0	-2	103	110	13
Cc1ccc(C)c(C(=O)CN2C(=O)CCC2=O)c1	-9	-3	11	3	-0.8	3	106	104	-2
Cc1c(-n2c(SCC(C)C)nc3ccccc3c2=O)c(=O)n(-c2ccccc2)n1C	-2	-39	13	5	-1.3	1	109	107	24
Clc1nc(-c2n[nH]nc2Cl)n[nH]1	-8	-1	35	4	-0.5	2	106	104	-7
CCn1nc(NC(C)=O)c2cc3ccc(C)cc3nc21	-14	-11	0	5	-1.8	5	102	102	x
CCc1ccc(NC(=O)CC2C(=O)N(c3ccc(C)cc3)C(=O)N2C2CC2)cc1 (stereo not given)	-6	-14	31	-6	-1.8	-13	89	90	13
COc1ccc(/C=C(/CC(=O)NCc2ccc(Cl)cc2)c2nc3ccccc3s2)cc1	0	-7	20	2	0.0	-6	99	109	10
CCOC(=O)C1=C(C)NC(=O)NC1	8	2	-21	12	0.0	-11	106	102	4

MEKK3 PB1 HTS, what is marked active above
SMILES | GPR7 antag | NALP1 yeast inh | MEKK2mut PB1 HTS | M18AAP inhibitor | MEKK2wt PB1 HTS | MEKK3 PB1 HTS | PHOSPHO1 block
CCC(C)(C(=O)NC1CCCC1)N(C(C)=O)c1ccc(C)cc1 (stereo not given) | -7 | -9 | -18 | -5 | 2.0*[inhibitor] | 2.0*[inhibitor] | 12

(further entries)
SMILES	GPR7 antag	DNA FID counter	NALP1 yeast inh	MEKK2mut PB1 HTS	OXTR agonist	M18AAP inhibitor	MEKK2wt PB1 HTS	MEKK3 PB1 HTS	PHOSPHO1 block
CC(NC(=O)CSc1ncccn1)c1ccccc1 (stereo not given)	-7	-11	1	6	0.6	-6	102	102	25
Cc1cc(NC(=O)C2C3C(=O)N(CC4CCCO4)C(C(=O)NCc4ccccc4)C34C=CC2(C)O4)no1 (stereo not given)	-6	-7	14	6	0.0	3	113	97	-2
Cc1ccccc1NC(=O)c1c(-c2ccccc2)noc1C	-23	-2	11	5	-2.3	-10	106	103	34
COc1cc2c(cc1NC(=S)Nc1cccc(C(F)(F)F)c1)oc1ccccc12	7	3	-4	19	-0.7	5	153*	102	28
O=C(CCCC(=O)OCC(=O)c1cccs1)Nc1ccc(F)cc1	-6	-13	-3	2	-0.2	-1	96	103	32
CN(C)c1ccc(/C=N/NC(=O)Cn2nnc3ccccc32)cc1	3	-25	13	-2	0.8	10	94	92	-3
CCCCn1cc(SCC(=O)O)c2ccccc21	-17	-10	14	-21	0.3	1	-1.0*[inhibitor]	-1.0*[inhibitor]	7
CC(C)CCOP(=O)(c1ccc(N(C)C)cc1)C(O)c1ccccn1 (stereo not given)	0	-22	8	-3	0.6	-8	97	98	9
CCNC(=O)CSc1nc2ccccc2c(=O)n1OC	-10	1	10	9	0.6	0	100	102	-13
CCC(C)Nc1nc(N)c([N+](=O)[O-])c(NCCO)n1 (stereo not given)	-12	-2	-28	4	-1.2	-4	104	102	24
O=C(COc1ccccc1)NCc1nnc(SCC(=O)Nc2nccs2)n1-c1ccccc1	-1	-9	0	13	-0.7	1	114	108	6
O=C(N/N=C/c1ccc(Br)s1)c1cccs1	-10	1	1	-2	-1.1	12	98	103	-19
O=C(CNc1n[nH]c(=O)[nH]c1=O)N/N=C/C=C/c1ccccc1	-6	-3	-8	-1	0.3	10	96	98	8
CC(C)(C)c1nnc(NC(=O)CS(=O)(=O)Cc2ccccc2)s1	-8	-23	-13	-6	0.1	-9	98	95	45
COc1ccc(C)cc1NC(=O)c1cc2ccccc2cc1OCC(=O)NCc1ccco1	0	-9	-14	9	0.1	-7	106	109	7
CCn1c(SCc2ccc(C(=O)Nc3nccs3)cc2)nnc1-c1ccc(N)cc1	-4	-34	14	5	-0.6	-4	98	103	-38
Cc1c(NC(=O)COc2c(F)c(F)c(F)c(F)c2F)c(=O)n(-c2ccccc2)n1C	-11	-10	11	0	0.4	0	97	97	35
COc1cc(OC)c(NC(=O)CCCNC(=O)Cn2cnc3sc(C)c(C)c3c2=O)cc1Cl	-7	-19	25	-4	-0.2	-8	94	94	28
FC(F)Oc1ccc(NC(=S)NCc2ccco2)cc1Cl	1	-1	-4	-1	8.2	4	100	99	-90
O=c1[nH]c(C2CCCN(S(=O)(=O)c3ccccc3)C2)nc2c1nnn2Cc1ccccc1F (stereo not given)	14	-10	-103	-6	0.3	-7	83	83	-3
Cc1ccc(OCc2ccc(C(=O)Nc3ccc(C(N)=O)cc3)o2)c([N+](=O)[O-])c1	7	2	-6	-12	2.8	-3	93	100	8
CC1(C)C2CCC(C2)C1(C)N=C1OC(CCl)CS1 (stereo not given)	0	-2	12	-1	-2.2	1	97	105	17
CCNc1oc(COc2ccccc2F)nc1C#N	-16	-1	14	2	-1.3	-2	104	101	-2
Cc1cccc(N2CCN(C(=O)c3ccc4c(c3)NC(=O)C(CSCc3cccc(F)c3)N4)CC2)c1C (stereo not given)	3	-24	15	-5	0.1	11	86	94	-49
CCN(CC(=O)NC(C)(C)C)Cc1cc(=O)n2c(-c3ccccc3)csc2n1	-10	-38	19	3	-0.1	4	101	103	-17
Other structures.
SMILES	GPR7 antag	DNA FID counter	NALP1 yeast inh	MEKK2mut PB1 HTS	OXTR agonist	M18AAP inhibitor	MEKK2wt PB1 HTS	MEKK3 PB1 HTS	PHOSPHO1 block
COc1ccc(NC(=O)C(NC(=O)c2ccc(=O)[nH]c2)c2ccc(C)cc2)cc1 (stereo not given)	-2	-12	33	-2	-0.1	-4	103	103	-7
Cc1cccc(-c2noc(CNC(=O)c3ccc4c(c3)OCO4)n2)c1	3	-10	0	-5	0.9	-1	97	99	8
COc1ccc(-c2nc3c(-c4ccccc4)cnn3cc2C)cc1F	-16	-1	-3	3	1.4	6	99	107	41
O=C(O)C(c1ccccc1)N1C(=O)/C(=C\c2ccc(-c3cccc(Cl)c3)o2)SC1=S (stereo not given)	3	23	-4	-6	4.5	8	85	96	18
c1ccc(CSc2nncn2-c2ccccn2)cc1	1	3	21	-7	0.3	-3	95	101	18
O=C(CSc1nc(C2CC2)nc2c1cnn2-c1ccccc1)Nc1c[nH]c(=O)[nH]c1=O	-10	-5	26	-5	-0.9	-9	96	103	16
Cc1ccc(S(=O)(=O)N2CC3(C)CN(S(=O)(=O)c4ccc(C)cc4)CC(C)(C2)C3O)cc1 (stereo not given)	1	-11	8	-5	0.7	2	91	100	2
NC(=O)c1ccc(NC(=O)CCCNC(=O)c2ccc(Cl)cc2)cc1	10	-8	9	1	3.5	-6	105	106	27
COc1ccc2cc(CN(C(=O)Nc3ccccc3OC)C3CCCC3)c(=O)[nH]c2c1	8	-12	7	0	-2.4	16	101	103	-22
O=C(CSc1nc2ccccc2c(=O)[nH]1)c1ccccc1	-9	-5	19	-1	-1.6	4	106	105	6
CCc1nnc(NS(=O)(=O)c2ccc(N/C=C\C(=O)c3cccc(OC)c3)cc2)s1	-5	-30	-4	1	-1.0	-3	102	110	23

Of the compounds above, these contain an NH in an aromatic ring.
SMILES	GPR7 antag	DNA FID counter	NALP1 yeast inh	MEKK2mut PB1 HTS	OXTR agonist	M18AAP inhibitor	MEKK2wt PB1 HTS	MEKK3 PB1 HTS	PHOSPHO1 block
COC(=O)c1ccc(=O)c2nc3/c(=C/O)c(O)cc(=O)c3[nH]c12	-14	-6	x	2	0.0	13	89	86	18
Cc1ccc2cc(CN(CC3CCCO3)C(=O)C(C)C)c(=O)[nH]c2c1 (stereo not given)	-6	-14	-17	1	0.3	-4	99	104	-23
Clc1nc(-c2n[nH]nc2Cl)n[nH]1	-8	-1	35	4	-0.5	2	106	104	-7
O=C(CNc1n[nH]c(=O)[nH]c1=O)N/N=C/C=C/c1ccccc1	-6	-3	-8	-1	0.3	10	96	98	8
O=c1[nH]c(C2CCCN(S(=O)(=O)c3ccccc3)C2)nc2c1nnn2Cc1ccccc1F (stereo not given)	14	-10	-103	-6	0.3	-7	83	83	-3
COc1ccc(NC(=O)C(NC(=O)c2ccc(=O)[nH]c2)c2ccc(C)cc2)cc1 (stereo not given)	-2	-12	33	-2	-0.1	-4	103	103	-7
O=C(CSc1nc(C2CC2)nc2c1cnn2-c1ccccc1)Nc1c[nH]c(=O)[nH]c1=O	-10	-5	26	-5	-0.9	-9	96	103	16
COc1ccc2cc(CN(C(=O)Nc3ccccc3OC)C3CCCC3)c(=O)[nH]c2c1	8	-12	7	0	-2.4	16	101	103	-22
O=C(CSc1nc2ccccc2c(=O)[nH]1)c1ccccc1	-9	-5	19	-1	-1.6	4	106	105	6
